SENP8 block-1 = inhibitors of human SENP8 protease | Q96LD8 | recombinant SENP8, Nedd8 substrate fluorescence | inhibition, % at 20 µM | hit rate 0.64% among 360,000 | AID 602440; in the data active = inhibition mostly above about 40%, no sharp cut-off; inactive = mostly below about 27%
Target sequence (Q96LD8 whole entry, looked up): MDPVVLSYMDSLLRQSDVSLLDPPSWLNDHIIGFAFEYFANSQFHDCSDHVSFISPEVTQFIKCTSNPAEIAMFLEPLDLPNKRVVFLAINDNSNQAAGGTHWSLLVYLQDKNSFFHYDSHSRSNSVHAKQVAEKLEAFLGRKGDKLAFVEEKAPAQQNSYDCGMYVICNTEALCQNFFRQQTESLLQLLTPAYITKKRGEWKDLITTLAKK
Apaf1 inhib = blocks human Apaf-1 apoptosome activity. AID 489030. hit rate 0.71% among 330,000. reconstituted apoptosome caspase-3 activity, DEVD-Rh110 fluorescence. O14727. inhibition, % at 20 µM; active = inhibition of at least 40% at 20 µM;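 note: plate controls were DMSO wells for no effect and DEVD-CHO caspase inhibitor wells for full effect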
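Assay system – apoptosome proteins · Medium – Hepes buffer, pH 7.5 · Also added – cytochrome c with DEVD-Rh110 · Timing – 30 min compound preincubation, 50 min activation, room temperature · Detection – Rh110 fluorescence, excitation 480 nm, emission 540 nm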
NALP3 yeast inh = blocks the NALP3 inflammasome reconstituted in yeast; inhibition, % at 10 µM; AID 2825; Yeast reconstituted NLRP3/ASC/caspase-1, beta-gal luminescence, 24 h; hit rate 0.39% among 330,000;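 active = inhibition of 50% or more; inactive = inhibition below 50%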;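 note: plate controls were induced DMSO wells for no effect and uninduced yeast grown without galactose for full effect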
HKDC1 inh = HKDC1 (human) hexokinase inhibition; Q2TB90; recombinant HKDC1, G6PDH/diaphorase resazurin coupled fluorescence; inhibition, % at 20 µM; hit rate 0.16% among 340,000; AID 493160;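 active = inhibition above about 35% when tested at 20 µM, limit read from the data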;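 note: plate controls were DMSO wells with enzyme for no effect and DMSO wells lacking enzyme for full effect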
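Assay system: recombinant HKDC1 hexokinase; detection: coupled resazurin fluorescence, excitation 525 nm, emission 613 nm; benchmarks: DMSO-plus-enzyme-mix negative control, buffer-substituted positive control; compound dosing: single 20 µM dose; schedule: 90 min at room temperature in dark; also added: glucose plus 1 mM ATP as hexokinase substrates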
SENP6 block = blocks the human protease SENP6. Q9GZR1. Recombinant SENP6 catalytic domain, aminoluciferin luminescence. inhibition, % at 10 µM. hit rate 1.8% among 330,000;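 active = inhibition above about 50% at the single tested dose, limit read from the data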;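 note: plate controls were DMSO wells with enzyme for no effect and DMSO wells lacking enzyme for full effect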
Target sequence (Q9GZR1 628-1112 limits assumed): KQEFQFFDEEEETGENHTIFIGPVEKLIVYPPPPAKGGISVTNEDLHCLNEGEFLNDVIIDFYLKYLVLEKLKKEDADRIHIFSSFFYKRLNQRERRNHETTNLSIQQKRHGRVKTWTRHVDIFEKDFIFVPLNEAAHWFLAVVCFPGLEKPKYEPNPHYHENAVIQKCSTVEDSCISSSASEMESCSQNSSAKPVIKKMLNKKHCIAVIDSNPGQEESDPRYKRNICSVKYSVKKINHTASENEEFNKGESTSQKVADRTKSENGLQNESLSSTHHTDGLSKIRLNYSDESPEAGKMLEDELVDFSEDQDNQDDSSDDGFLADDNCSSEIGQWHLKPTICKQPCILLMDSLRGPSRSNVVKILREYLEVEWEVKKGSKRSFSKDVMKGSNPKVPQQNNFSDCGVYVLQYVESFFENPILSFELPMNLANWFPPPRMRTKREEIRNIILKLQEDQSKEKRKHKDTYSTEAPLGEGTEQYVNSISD
SENP8 block-2 = blocks the human protease SENP8; AID 2540; purified SENP8, Z-RLRGG-aminoluciferin cleavage, luminescence; hit rate 1.2% among 330,000; Q96LD8; inhibition, % at 10 µM; in the data active = inhibition above about 50%
SENP1 FRET inh = SENP1 (human) catalytic domain inhibition; inhibition, % at 10 µM; hit rate 0.21% among 360,000; Q9P0U3; recombinant SENP1 catalytic domain, CyPet-SUMO1-YPet FRET cleavage;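 active = inhibition at least 30% at 10 µM, raw YFP signal under a set limit, fluorescence ratio 0.5 to 1.5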;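 note: 0% = enzyme with DMSO and 100% = no enzyme wells; some results filed as inactive read as strong as hits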
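Test system: recombinant human SENP1 catalytic domain, His6-tagged / Medium: pH 8 Tris buffer with EDTA, NaCl, BME, BSA, NP40, catalase / Also added: SUMO1 FRET substrate flanked by Cypet and Ypet, 25 nM / Times: 50 min reaction at room temperature / Signal: FRET, CFP and YFP emission / Control set: no-enzyme low control and enzyme-plus-DMSO high control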
PfG6PD inh = PfG6PD (Plasmodium falciparum) enzyme inhibition. hit rate 0.78% among 350,000. inhibition, % at 20 µM. PfGluPho enzyme, NADPH resazurin-diaphorase fluorescence;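 active = inhibition reaching at least a set limit at 20 µM in the primary screen, cut at about 59% in these data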;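 note: 0% = DMSO wells with substrate and 100% = DMSO wells lacking glucose-6-phosphate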
SENP7 inh = inhibitors of human SENP7 protease; Q9BQF6; recombinant SENP7, Z-RLRGG-aminoluciferin luminescence, 40 min; inhibition, % at 5 µM; hit rate 1.5% among 330,000;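 active = inhibition above about 50% at the single test dose, limit read from the data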;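 note: plate controls were DMSO with enzyme for no effect and no enzyme buffer wells for full effect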
Target sequence (Q9BQF6 706-1050 limits assumed): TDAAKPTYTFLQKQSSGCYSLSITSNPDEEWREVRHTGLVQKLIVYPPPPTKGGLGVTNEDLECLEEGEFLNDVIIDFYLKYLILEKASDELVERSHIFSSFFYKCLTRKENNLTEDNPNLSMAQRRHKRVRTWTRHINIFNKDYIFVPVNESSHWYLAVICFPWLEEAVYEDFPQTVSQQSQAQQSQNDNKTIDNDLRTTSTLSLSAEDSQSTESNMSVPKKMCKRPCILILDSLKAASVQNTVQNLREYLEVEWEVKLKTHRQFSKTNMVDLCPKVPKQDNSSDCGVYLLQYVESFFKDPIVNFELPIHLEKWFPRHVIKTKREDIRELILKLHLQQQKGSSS
An asterisk follows results filed as active; . = not tested or not shown. Not a hit list (roughly 4.1% active in at least one column).

SMILES | SENP8 block-1 | Apaf1 inhib | NALP3 yeast inh | HKDC1 inh | SENP6 block | SENP8 block-2 | SENP1 FRET inh | PfG6PD inh | SENP7 inh
NC(=O)c1ccccc1NC(=O)c1cc(S(=O)(=O)N2CCCCC2)ccc1N1CCOCC1 | -426 | 20 | 18 | -1 | -4 | -13 | 1 | 20 | -7
CC(C)C(=O)NCCCc1ccccc1 | 8 | -3 | 0 | -1 | -7 | -2 | 2 | -14 | 0
O=C1Nc2ccccc2C12OCC1(CO2)COC2(OC1)C(=O)Nc1ccccc12 (stereo not drawn) | 9 | -2 | 2 | 1 | -6 | 1 | 2 | 7 | 6
Cc1cccc(-n2cc(CNCCc3nc(C)cc(C)n3)c(-c3cccc(F)c3)n2)c1 | 16 | 8 | 14 | -6 | -48 | -12 | -2 | 12 | -7
Cc1ccc(NC(=O)C2CC(=O)Nc3ncnn32)c(C)c1 (stereo not drawn) | 17 | -3 | -5 | -3 | 6 | -4 | 2 | 15 | 0
O=C(c1ccc([N+](=O)[O-])s1)N1CCN(c2cccc(Cl)c2)CC1 | 14 | 8 | 23 | -1 | 8 | -3 | 2 | 0 | 9
O=C(NCC(=O)N1CCCCCCC1)c1ccccc1Cl | 16 | -1 | 11 | -5 | 3 | -2 | 2 | 4 | -1
CCn1c(=O)cc(SCC(=O)Nc2ccc(Cl)cc2)c2ccccc21 | -16 | -4 | 3 | -1 | 4 | -4 | 2 | 15 | -4
COc1coc(C(O)CN)cc1=O (stereo not drawn) | -2 | -10 | 7 | -8 | 3 | 0 | -4 | -10 | 7
O=c1c2ccccc2nc(SCCN2CCCCC2)n1CCc1ccccc1 | 6 | 12 | 23 | 3 | 5 | 7 | -4 | -1 | -1
FCCCOc1ccc(-c2nccc(-c3ccccn3)n2)cc1 | -5 | 13 | 23 | -3 | -21 | -9 | -1 | 15 | 3
CC1=NN(c2ccc(Cl)c(C(=O)O)c2)C(=O)/C1=C\c1ccc(-c2ccc(C(=O)O)cc2)o1 | 5 | . | . | 7 | . | . | -5 | 23 | .
O=C(NC1CCCC1)C(c1ccncc1)N(CC1CCCO1)C(=O)Cn1nnc(-c2cccs2)n1 (stereo not drawn) | 3 | 15 | 13 | -2 | -7 | -1 | 2 | -8 | -9
COc1cccc(/C=N/NC(=O)NC2CCCCC2)c1O | -288 | 0 | 16 | -13 | 5 | -12 | -8 | -24 | -3
Cn1c(/N=C/c2c(O)ccc3ccccc23)nc2ccccc21 | -43 | . | . | 54* | . | . | -12 | 76* | .
CN(C)/C=C(/C(=O)c1ccccc1)n1cncn1 | 7 | -11 | 11 | -3 | -7 | 6 | 1 | 9 | 5
CCC(=O)N1CCc2cc(S(=O)(=O)NCCN3CCC(C)CC3)ccc21 | 23 | 3 | 0 | 0 | 0 | 8 | 1 | -11 | 2
CC[N+](C)(CC)CCC[n+]1c(-c2ccccc2)c2cc(N)ccc2c2ccc(N)cc21 | . | 98* | 18 | . | 89* | 97* | . | . | 96*
CCOC(=O)Cc1csc(NC(=O)Nc2ccccc2)n1 | 22 | -2 | 8 | -4 | 10 | -6 | 2 | -2 | 12
CC(=O)N(/N=C1\Sc2ccccc2C1=O)c1ccccc1 | 74* | . | . | 2 | . | . | 7 | 5 | .
O=C(CNc1cccc2ccccc12)N/N=C/c1ccc(OC(=O)/C=C/c2ccco2)cc1 | -188 | . | . | 7 | . | . | -10 | 22 | .
O=[N+]([O-])c1ccc(S(=O)(=O)c2cccc(C(F)(F)F)c2)nc1 | 23 | -20 | -12 | 6 | 7 | 12 | 2 | 26 | -5
COc1cc(NS(=O)(=O)c2ccc(NC(=O)CCC(=O)O)cc2)nc(OC)n1 | 16 | 0 | -11 | -5 | -21 | -3 | 1 | -2 | 1
CCn1c(SCC(=O)NCC2CCCO2)nc2cc(S(=O)(=O)N3CCCCC3)ccc21 (stereo not drawn) | -3 | 10 | 1 | -3 | 7 | 4 | -3 | -13 | 0
O=C(COc1ccccc1)NCCSCc1ccccc1Cl | 9 | 7 | 24 | -7 | -14 | -3 | 1 | -2 | 0
COc1cc2cc(CCCOC(=O)c3ccco3)oc(=O)c2cc1OC | -22 | 2 | 22 | 9 | 27 | -5 | -1 | -7 | 5
CCOc1ccc2c(c1)c(=O)c(S(=O)(=O)c1ccc(C)cc1)cn2CC | -50 | 10 | 17 | 1 | -7 | 5 | 1 | -11 | 7
COc1ccc(C(=O)NNC(=O)c2ccc(F)c(S(=O)(=O)N3CCOCC3)c2)cc1 | 15 | -4 | 3 | 7 | 5 | 11 | 1 | -17 | 1
Cc1ccccc1OCC(=O)Nc1cc(Cl)ccc1Oc1ccccc1 | 13 | 3 | 5 | 10 | 4 | 3 | 0 | -17 | 8
O=C(NCC(c1cccs1)N1CCOCC1)c1cc(Cl)ccc1[N+](=O)[O-] (stereo not drawn) | -1 | -5 | 15 | -3 | -15 | 11 | 1 | 1 | -3
Cc1oc(S(=O)(=O)N(C)C)cc1C(=O)Nc1ccc(Cl)cc1 | 6 | -9 | 12 | -2 | -8 | -1 | -2 | 3 | -2
C=C1CCN([C@@H](C)C(=O)NCc2ccc(Cl)cc2)S(=O)(=O)c2ccccc21 | 23 | 4 | -14 | -3 | -1 | 0 | 3 | 2 | -4
Cc1nn(Cc2ccc(C(=O)N/N=C/c3ccncc3)o2)c(C)c1Cl | 7 | -8 | 12 | -6 | -18 | -4 | 2 | 0 | 9
COc1ccc2c(c1)O/C(=C\c1ccccc1C)C2=O | -114 | 8 | 33 | 1 | 30 | 7 | -4 | 5 | 3
CCc1cccc(NC(=O)C2CCCN(S(=O)(=O)c3ccc4[nH]c(=O)ccc4c3)C2)c1 (stereo not drawn) | -1 | 4 | 14 | -8 | -1 | 5 | 1 | 2 | 1
CCCCNC(=O)CN1C(=O)NC2(CCOc3ccccc32)C1=O (stereo not drawn) | 2 | -1 | 6 | 0 | -2 | 6 | 2 | -20 | -6

The list goes on, overlapping the part above by three compounds.
SMILES | SENP8 block-1 | Apaf1 inhib | NALP3 yeast inh | HKDC1 inh | SENP6 block | SENP8 block-2 | SENP1 FRET inh | PfG6PD inh | SENP7 inh
COc1ccc2c(c1)O/C(=C\c1ccccc1C)C2=O | -114 | 8 | 33 | 1 | 30 | 7 | -4 | 5 | 3
CCc1cccc(NC(=O)C2CCCN(S(=O)(=O)c3ccc4[nH]c(=O)ccc4c3)C2)c1 (stereo not drawn) | -1 | 4 | 14 | -8 | -1 | 5 | 1 | 2 | 1
CCCCNC(=O)CN1C(=O)NC2(CCOc3ccccc32)C1=O (stereo not drawn) | 2 | -1 | 6 | 0 | -2 | 6 | 2 | -20 | -6
CC1=CCC(C(=O)O)C(C(=O)NC2CCCCC2)C1 (stereo not drawn) | 12 | -2 | 4 | -2 | 12 | -1 | 0 | -17 | -1
Cc1ccc(OCC(O)CN2CCc3ccccc3C2)c(C)c1 (stereo not drawn) | 4 | 2 | 32 | -1 | 4 | -4 | 1 | 1 | 1
O=C(Nc1ncc(Cc2ccc(SC(F)F)cc2)s1)c1ccc(OC(F)F)cc1 | 0 | -2 | -4 | 7 | -12 | 2 | -18 | -18 | 3
CC(Oc1ccc2c3c(c(=O)oc2c1)CCCC3)C(=O)NCc1cccnc1 (stereo not drawn) | -437 | -10 | -3 | 0 | 6 | 5 | 2 | -6 | -3
CCc1cccc(CC)c1NC(=O)COC(=O)c1cccc(S(=O)(=O)N2CCc3ccccc3C2)c1 | 12 | 18 | 9 | -4 | 3 | 0 | 0 | -6 | 4
COc1ccc(-c2csc(NC(=O)CSc3nnc(Nc4ccccc4C)s3)n2)cc1 | -32 | 9 | 14 | -9 | -5 | 1 | -8 | 4 | 1
Cc1ccc(O)c(NC(=O)C2=CC(c3ccco3)=NS(=O)(=O)N2C)c1 | 28 | -7 | 21 | -1 | 5 | 0 | 0 | -1 | 1
O=C1NC(=S)S/C1=C\c1coc2ccc(O)cc2c1=O | 18 | -7 | 26 | 16 | 81* | 60* | 1 | -6 | 4
CCCSc1ccc([C@H]2N[C@@](C)(C(=O)OC)[C@H]3C(=O)N(C)C(=O)[C@@H]23)cc1OC | -115 | 9 | 3 | 1 | -24 | -4 | -2 | 9 | 2
N#Cc1c(-c2ccc3c(c2)OCO3)csc1N | 24 | 9 | 22 | -4 | -33 | -21 | 1 | -4 | -11
COc1ccc(OC)c(S(=O)(=O)Nc2ccccc2C(F)(F)F)c1 | 22 | -2 | -4 | -4 | 13 | -2 | 1 | -10 | 7
O=C(Cc1c(F)cccc1Cl)N1CCN(S(=O)(=O)c2cccs2)CC1 | 4 | -6 | 4 | -4 | -2 | 6 | 1 | -4 | 5
Cc1nc(SCC(=O)N2CCOCC2)c2c(C)c(C)sc2n1 | 3 | 6 | -6 | 0 | -13 | 0 | -1 | -10 | 0
Cc1ccc2c(c1)cc(CN(C(=O)N1CCOCC1)C1CCCC1)c1nnnn12 | 0 | 10 | 8 | -2 | -9 | 2 | 3 | -30 | -1
CCOc1ccc(S(=O)(=O)N2CCN(C(=O)c3cccnc3)CC2)cc1 | 4 | 2 | 17 | -4 | -46 | -4 | 2 | 11 | 3
C=CCn1c(O)c2ccc(C(=O)N=NC(=O)c3ccc(F)cc3)cc2c1O | -41 | 7 | -1 | -3 | -1 | 0 | 1 | -18 | -10
O=C(CCC1CCCN(C(=O)c2ccc3cc[nH]c3c2)C1)N1CCN(c2ccccn2)CC1 (stereo not drawn) | -29 | -2 | 28 | -6 | -12 | -1 | -2 | -1 | 0
CC(C)(C)OC(=O)NC(CCCCNC=O)C(=O)O (stereo not drawn) | 12 | -2 | -8 | -10 | 3 | 5 | 2 | -5 | 4
Cc1onc(-c2c(F)cccc2Cl)c1C(=O)N1CCc2ccccc21 | 12 | -10 | 10 | -4 | 3 | 1 | 0 | 14 | 1
O=C(NCc1cccnc1)C(=O)NCC(c1ccco1)N1CCN(c2ccccc2F)CC1 (stereo not drawn) | 12 | -5 | 5 | -4 | -8 | -2 | 0 | 1 | -10
O=C(Oc1cccc2cccnc12)c1ccc2c(c1)OCCO2 | 11 | 6 | 37 | 15 | -12 | -13 | 0 | 5 | -2
CCOc1ccccc1C(=O)N/N=C/c1c[nH]c2ccccc12 | -159 | 1 | 9 | 6 | -5 | -2 | -4 | 13 | -9
COC(=O)c1ccc2c(=O)n(CCN3CCOCC3)c(=S)[nH]c2c1 | -9 | -15 | 14 | -9 | -6 | -9 | 0 | 6 | -7
COc1ccc(NC(=O)CSc2nc(=O)n(CCN3CCOCC3)c3c2CCC3)c(OC)c1 | 10 | 6 | -1 | -8 | -21 | 1 | 1 | 0 | -5
Cc1cccc(NC(=O)c2cc(S(=O)(=O)N(C)c3ccc(F)cc3)ccc2Cl)n1 | 1 | 15 | 11 | 4 | 9 | -1 | 1 | 3 | 7

2 entries from above, set out differently.
structure: CCOc1ccc(S(=O)(=O)N2CCN(C(=O)c3cccnc3)CC2)cc1
  SENP8 block-1 = 4	Apaf1 inhib = 2	NALP3 yeast inh = 17	HKDC1 inh = -4	SENP6 block = -46	SENP8 block-2 = -4	SENP1 FRET inh = 2	PfG6PD inh = 11	SENP7 inh = 3
structure: O=C(NCc1cccnc1)C(=O)NCC(c1ccco1)N1CCN(c2ccccc2F)CC1 (stereo not drawn)
  SENP8 block-1 = 12	Apaf1 inhib = -5	NALP3 yeast inh = 5	HKDC1 inh = -4	SENP6 block = -8	SENP8 block-2 = -2	SENP1 FRET inh = 0	PfG6PD inh = 1	SENP7 inh = -10
